NR2E3 ag-1: agonists of human nuclear receptor NR2E3. GST-NR2E3/biotin-RetCOR TR-FRET, 1536-well. inhibition of corepressor binding, % at 4.78 µM. 320,000 tested, 0.12% active. AID 2300;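 active = percent inhibition above the cutoff of mean plus 3 SD of all tested compounds, set per screening campaign, cut at about 20% in these data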;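 note: 0% = DMSO wells and 100% = biotin wells as full block of FRET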
Target sequence (Q9Y5X4 whole entry, looked up): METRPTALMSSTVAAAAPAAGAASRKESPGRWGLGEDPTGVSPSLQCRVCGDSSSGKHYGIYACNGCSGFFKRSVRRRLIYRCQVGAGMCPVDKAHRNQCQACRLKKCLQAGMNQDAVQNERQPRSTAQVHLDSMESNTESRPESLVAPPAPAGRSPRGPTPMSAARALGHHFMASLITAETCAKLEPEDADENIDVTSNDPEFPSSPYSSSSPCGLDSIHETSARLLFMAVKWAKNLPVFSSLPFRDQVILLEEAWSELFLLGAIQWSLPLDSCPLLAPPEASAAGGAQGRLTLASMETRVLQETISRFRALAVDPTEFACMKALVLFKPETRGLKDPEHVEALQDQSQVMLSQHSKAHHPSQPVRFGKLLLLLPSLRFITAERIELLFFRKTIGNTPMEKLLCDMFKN
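System: GST-tagged NR2E3 plus biotinylated RetCOR corepressor; Amount: 1.35 nM GST-tagged NR2E3 final; Dosing: single nominal compound dose of 4.8 µM; Schedule: 5 h incubation at 4 °C; Technique: TR-FRET with europium anti-GST and streptavidin-D2, 340 nm excitation; Controls: biotin wells as high control, 0.6% DMSO wells as low control.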
TWEAK-Fn14 inh: blocks TWEAK-Fn14 interaction in a reporter cell assay. TWEAK-stimulated Fn14 reporter cells, luciferase luminescence, 8 h. inhibition, % at 10 µM. 360,000 tested, 2% active; in the data active = inhibition above about 50%
Shn3 3UTR inh: reduces Shn3 3'UTR luciferase signal in osteoblasts; AID 588674; Clone20 osteoblast Shn3 3'UTR firefly luciferase, 24 h; 360,000 tested, 0.52% active; inhibition, % at 12.5 µM;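 active = mean inhibition of at least 75% with every replicate also reaching 75%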;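 note: 0% = median of neutral control wells and 100% = pilot-screen positive control compound; some compounds past the cut are filed as inactive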
HIF-2a block: blocks HIF-2a reporter activity; AID 624352; inhibition, % at 18.8 µM; 360,000 tested, 0.72% active; 786-0 RCC cells HIF-2a reporter, luciferase luminescence, overnight;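 active = inhibition of the luminescence signal of 40% or more relative to plate controls, in a single-dose primary screen at 18.75 µM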
Peg3 promoter: inhibitors of Peg3 promoter; HeLa PEG-Prom luciferase reporter, luminescence, overnight; inhibition, % at 20 µM; 360,000 tested, 1.7% active; AID 588405;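 active = inhibition of at least 50% at 20 µM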
KKLEB cytotox: CF airway cell cytotoxicity counter-screen; activity change (cytotoxicity), % at 5 µM; 360,000 tested, 0.36% active; AID 602141; KKLEB CF airway cells viability, ATPlite luminescence, overnight; stronger effect = lower value; cells stimulated with P. aeruginosa culture filtrate;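 active = corrected activity change at or below -50% at 5 µM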
aDG glyco up: increases alpha dystroglycan glycosylation; activation, % at 10 µM; 360,000 tested, 0.22% active; Pro5-aDG cells, alpha-DG glycosylation AlphaScreen (IIH6); 0% Pro5, 100% B10-LARGE cell signal;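 active = activation of at least 8% versus controls, or a plate z-score of at least 8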;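 note: Pro5 are CHO cells carrying HIG-tagged alpha-DG that lacks glycosylation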
NR2E3 ag-2: human photoreceptor-specific nuclear receptor agonism; CHO-S Gal4-NCOR/VP16-NR2E3 two-hybrid, luciferase; inhibition of corepressor binding, % at 3.98 µM; 360,000 tested, 0.35% active; AID 602229;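 active = inhibition above the mean of all tested compounds plus 3 SD, cut at about 70% in these data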;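 note: 0% = DMSO with NR2E3 transfected cells and 100% = cells lacking NR2E3 construct; higher means lower luciferase signal from less NR2E3 corepressor binding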
TRPM1 prom inh: MITF TRPM1 promoter inhibition in SK-MEL-5 cells; SK-MEL-5 TRPM1 promoter luciferase, 24 h; inhibition, % at 12.5 µM; 330,000 tested, 0.83% active; AID 488899;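 active = mean inhibition across replicates of 60% or more, whatever share of single replicates reaches that level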; note: values of inactives mirror those of a sister screen read the other way
iPSC survival up: hiPSC single-cell survival enhancement. ATPlite luminescence; 100% = ROCK inhibitor wells, 0% = DMSO. survival enhancement, % at 20 µM. 360,000 tested, 0.044% active. AID 602274; in the data active = survival enhancement above about 18%;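 note: cells exposed to compounds for 16 hours before the ATP read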
CF NFkB inh: cystic fibrosis NF-kB activation inhibition. KKLEB NF-kB-GFP reporter, PAF-induced, GFP fluorescence overnight. inhibition, % at 5 µM. 360,000 tested, 0.86% active;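 active = at least 50% inhibition at 5 µM, scaled per plate between neutral and stimulator controls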;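 note: PAF is a Pseudomonas aeruginosa culture filtrate used as stimulus; plate controls were PAF-stimulated DMSO wells for no effect and unstimulated DMSO wells for full effect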
Active calls of the source: *; nt = not tested or not shown.

Compound	NR2E3 ag-1	TWEAK-Fn14 inh	Shn3 3UTR inh	HIF-2a block	Peg3 promoter	KKLEB cytotox	aDG glyco up	NR2E3 ag-2	TRPM1 prom inh	iPSC survival up	CF NFkB inh
Cc1cc(C)c2nc(SCC(=O)N3CC(=O)Nc4ccccc43)c(C#N)cc2c1	2	-8	26	-13	-14	-16	0.1	-18	36	-1.2	10
COc1ccc(-n2nnc3c(=O)n(CC(=O)N4CCCCC4)cnc32)cc1	3	-7	-5	6	7	5	-0.4	0	nt	1.2	-6
COc1ccc(-c2nc3c(C)cc(Br)cn3c2Cc2cccc(F)c2)cc1OC	nt	-3	8	-23	-6	2	-0.1	-32	nt	3.2	8
CCOC(=O)/C(C#N)=C/c1cn(CCC(=O)O)nc1-c1cccc(Cl)c1	4	-9	18	9	12	-2	0.8	6	11	-0.2	-6
CCN(CC(=O)Nc1c(F)cccc1F)C(=O)CCc1nc2sc3c(c2c(=O)[nH]1)CCCC3	-1	-2	-1	7	-1	14	0.4	-6	0	0.0	-2
CNC(=S)N(CCO)Cc1cc2cc3c(cc2[nH]c1=O)OCO3	-2	-4	2	11	2	11	0.0	3	0	0.7	-23
Cc1ccsc1C(=O)OCC(=O)N1CCOCC1	2	2	-24	-100	-66	1	-0.1	-54	-24	-1.4	4
COc1ccc(CCNC(=O)Nc2nc(C(N)Cc3ccccc3)cs2)cc1OC (centres undefined)	nt	5	28	12	17	-2	0.2	-8	nt	2.9	-8
Cc1ccc(NC(=O)CN(C)C(=O)c2ccc(NC(=O)CC3SC(N4CCCC4)=NC3=O)cc2)cc1 (centres undefined)	-2	13	3	7	10	4	0.0	-13	1	-0.1	-18
Cc1ccccc1Nc1nc(N)nc(COC(=O)c2cccn2C)n1	4	-54	-95	-230	-237	-8	-0.2	-102	-59	2.4	-4
CC(=O)NC1(C(F)(F)F)N=C(c2ccccc2)NC1=O (centres undefined)	0	-5	4	7	13	-8	-0.2	-16	10	-1.5	3
O=C(NCc1ccco1)C(C(=O)c1ccccc1)n1ccccc1=O (centres undefined)	-1	-14	-1	-178	-178	-5	0.1	-19	3	-0.6	-2
O=C(O)CN1C(=O)C(=O)N(Cc2ccc(Cl)cc2Cl)C1=O	-4	1	-15	11	-1	-1	0.1	-15	6	-0.1	6
O=c1oc2cc(Oc3ccc(C(F)(F)F)cc3[N+](=O)[O-])ccc2c2c1CCCC2	1	0	14	5	15	12	0.2	-41	4	0.7	-6
C(=C\c1ccccc1)/C=N/N1CCN(c2ccccn2)CC1	1	-42	-37	-200	-232	-3	0.2	-80	-82	-0.1	-3
OC(COCc1ccc(Cl)cc1)CN1CCc2ccccc2C1 (centres undefined)	2	-12	14	17	14	-10	-0.2	-14	-18	-1.6	8
O=C(Nc1ccc2c(c1)OCCO2)C1CCCN(S(=O)(=O)Cc2ccccc2)C1 (centres undefined)	2	54*	-15	-43	-69	7	0.1	3	-6	1.2	-12
CCn1nc(C(=O)OCC(=O)NCC(C)C)c2ccccc2c1=O	-4	15	17	16	-21	0	-0.3	-4	-6	-0.1	2
Cc1cc(NC(=O)COC(=O)CCNS(=O)(=O)c2cccc(C(F)(F)F)c2)no1	1	11	6	2	2	12	-0.2	5	10	-0.1	-4
NNC(=O)Cc1cccc2ccc(Cl)cc12	nt	12	4	3	-16	-6	0.0	-6	nt	4.3	0
COc1ccc(C(=O)Nc2cccc(/C(C)=N\NC(=O)c3ccoc3C)c2)cc1OC	nt	-17	-25	-126	-37	-11	-0.5	-117	-20	-0.2	14
S=C(Nc1ccccc1)Nc1cccc(Br)c1	0	-23	5	-1	-10	-3	0.1	-10	-6	0.0	12
O=c1oc(-c2cccc(C(F)(F)F)c2)nn1-c1ccc(C(F)(F)F)cn1	-3	-15	23	1	8	1	0.1	8	4	0.4	-20
CN(c1ccc([N+](=O)[O-])cc1/C=N/NC(=O)COc1ccccc1)C1CCCCC1	-3	-2	-1	2	11	-19	-0.1	-6	-8	2.0	12
N#CC1=C(S)N(c2ccccc2)C(c2ccc(-c3ccccc3Cl)o2)NC1=O (centres undefined)	-1	16	-9	-11	-14	6	-0.3	-68	3	-1.1	-7
COCc1cc(CN2CCN(Cc3ccsc3)C(CCO)C2)ccc1OC (centres undefined)	-1	19	-6	6	4	16	0.2	-14	-13	-1.4	-5
Cc1cccc(-n2nnc3c(=O)n(Cc4ccccn4)cnc32)c1	-2	-13	6	-31	-9	7	0.0	-6	-4	0.5	-9
O=C(CN1CCN(c2ccc(F)cc2)CC1)Nc1ccccc1Br	-4	7	5	11	1	-8	0.0	-23	3	-0.4	1
O=C(CCCN1C(=O)c2cccc3cccc(c23)C1=O)N1CCN(c2ccccc2)CC1	-3	-20	-1	-19	20	3	0.0	0	7	0.4	7
Cc1cc(C(F)(F)F)c2c(N)c(C(=O)NCc3ccc(Cl)cc3)sc2n1	nt	-8	nt	-23	nt	nt	0.3	-20	nt	-0.8	nt
O=C(Nc1ccccc1)Nc1ccc2ncoc2c1	6	14	-31	-249	-238	1	0.2	-52	-15	-0.7	29
CCc1ccc2nc(NC(=O)CCCc3cccs3)sc2c1	1	-27	-5	-137	-131	13	0.0	-59	-3	-0.5	-21
Clc1ccc(OCCCN2CCCCC2)c(Br)c1	0	-2	-6	-123	-197	7	0.7	-33	-64	-0.3	-10
CCC(C)NC(=O)CO/N=C/c1ccccc1OC(F)F (centres undefined)	-3	-21	3	7	19	0	0.1	4	9	-0.5	-1
Cc1c(S(=O)(=O)N2CCN(C(c3ccccc3)c3ccccc3)CC2)c(=O)n(C)c(=O)n1C	4	-6	-8	5	2	-4	-0.4	-28	nt	0.4	2
CCCCC(=O)NNC(=S)NC(=O)c1ccc([N+](=O)[O-])cc1	-3	-22	-9	-6	13	-10	0.5	-2	-13	-0.3	-7
CCCOC(=O)CSC1=C(C#N)C(c2ccc3c(c2)OCO3)CC(=O)N1 (centres undefined)	0	18	4	17	16	1	-0.4	-13	13	-1.2	-10
Cc1cccc(Nc2c(-c3ccc(O)cc3)nc3ncccn23)c1	3	-7	-4	15	-22	6	-0.1	-20	-21	-1.1	-10
CN(c1ccccc1)S(=O)(=O)c1ccc(NC(=S)NC(=O)C2CC2)cc1	0	-8	33	18	19	-2	-0.2	4	8	0.6	10
CC(NCc1ccc(F)cc1)C(=O)NC1CCCCC1 (centres undefined)	-3	-5	4	21	12	1	0.0	-26	14	-1.8	3
O=C(Oc1ccccc1)c1cccnc1Oc1ccccc1	-4	4	-3	6	1	-4	0.2	3	5	1.1	1
Cc1ccc(C(=O)C2C(=O)c3ccccc3C2=O)cc1	1	2	1	2	-9	-6	-0.1	-10	-1	7.7	2
O=C(Nc1ccccc1)c1cc(-n2cnnc2)ccc1Cl	5	1	10	11	1	-32	-0.2	-7	2	-1.4	-8
COc1ccc(CCNS(=O)(=O)c2ccc3c(c2)NC(=O)CO3)cc1OC	5	12	-2	7	14	-10	0.0	27	0	-0.2	-8
CCCCc1c(O)nc(SCC(=O)N2CCOCC2)n(-c2ccc(OC)cc2)c1=O	-1	-7	-1	5	-16	3	-0.1	-9	4	-0.5	-6
Nc1nc2nn(-c3ccccc3)nc2c(=O)[nH]1	-1	29	-11	-100	-172	-5	0.3	-30	-48	0.1	-1
CC(C)(C)NC(=S)N1CCC2CC1c1cc(-c3ccc4c(c3)OCO4)ccc12 (centres undefined)	nt	19	19	-6	-5	11	0.0	13	nt	-0.8	-28
Cc1nnc2n1N=C(c1ccc(OC(F)F)cc1)C(C)S2 (centres undefined)	-1	1	17	11	-9	-2	0.1	-16	4	0.4	-5
Cc1ccc(/C=C/c2nc3sc(C(=O)O)c(C)c3c(=O)[nH]2)cc1[N+](=O)[O-]	-2	0	-11	14	12	-6	0.1	-8	-5	-0.7	8
CC(CCl)n1c(=O)c2ccccc2n1C(=O)c1ccccc1 (centres undefined)	nt	-16	nt	26	nt	nt	0.3	-15	nt	0.2	nt

Entries listed so far marked active in TWEAK-Fn14 inh.
| SMILES | NR2E3 ag-1 | TWEAK-Fn14 inh | Shn3 3UTR inh | HIF-2a block | Peg3 promoter | aDG glyco up | NR2E3 ag-2 | TRPM1 prom inh | CF NFkB inh |
| --- | --- | --- | --- | --- | --- | --- | --- | --- | --- |
| O=C(Nc1ccc2c(c1)OCCO2)C1CCCN(S(=O)(=O)Cc2ccccc2)C1 (centres undefined) | 2 | 54* | -15 | -43 | -69 | 0.1 | 3 | -6 | -12 |

(next part)
Compound	NR2E3 ag-1	TWEAK-Fn14 inh	Shn3 3UTR inh	HIF-2a block	Peg3 promoter	KKLEB cytotox	aDG glyco up	NR2E3 ag-2	TRPM1 prom inh	iPSC survival up	CF NFkB inh
CCCCN(C(=O)COC(=O)c1ccccc1)c1c(N)n(CCC)c(=O)[nH]c1=O	nt	6	1	10	9	12	-0.1	5	7	-0.9	0
O=C(c1cnn(C(=O)c2ccccc2)c1)c1ccccc1O	0	12	-10	-10	-4	-4	-0.1	-28	8	-0.6	21
Cc1noc(C)c1S(=O)(=O)Nc1ccc(C(=O)N2CCN(c3cccc(Cl)c3)CC2)cc1	-1	-31	-11	-31	7	-8	-0.1	46	-3	-0.5	-17
O=C(Nc1cccc2ccccc12)N1N=CCC1c1ccccc1 (centres undefined)	1	-25	-97	-242	-207	-6	0.1	-76	nt	-0.8	2
CC(=O)Nc1ccc(N(C(=O)c2cnccn2)C(C(=O)NC2CCCCC2)c2ccc(O)cc2)cc1 (centres undefined)	-3	5	-13	-39	-43	6	0.0	-40	-13	-1.5	-10
CC(C)CCN1CCN=C1Nc1ccccc1	2	-9	-1	13	4	-6	0.4	-15	-16	1.1	4
CCS(=O)(=O)Nc1cccc(C2=NN(S(=O)(=O)CC)C(c3cccs3)C2)c1 (centres undefined)	1	-7	-4	-13	-6	0	-0.1	-17	1	-0.3	-5
Cc1ccc(Oc2ccccc2)c(NC=O)c1	4	-3	-15	-29	8	4	-0.2	-21	-13	-0.2	-2
CCOc1cc(/C=N/NC(=O)c2cc(C)n(-c3ccc(F)cc3)c2C)ccc1O	-2	22	4	2	-17	1	-0.2	14	4	-0.9	22
Cc1nnsc1C(=O)NCc1c(F)cccc1Cl	2	21	-14	18	12	10	-0.1	-25	2	1.1	-10
CCN(CC(=O)NCc1ccc(Cl)cc1)C(=O)CNS(=O)(=O)c1ccc(NC(C)=O)cc1	2	-3	0	13	10	4	0.3	8	7	0.4	-20
COC(=O)c1cc2c(s1)-c1ccc(OC)cc1CC2	0	-9	-71	-304	-289	12	-0.1	-14	-50	-0.4	-17
CCCCNC(=O)NNC(=O)C1CC1(c1ccccc1)c1ccccc1 (centres undefined)	0	7	5	20	3	6	-0.3	-27	10	2.2	2
CCOC(=O)c1c(C)[nH]c(C(=O)OCC(=O)NC(C)C)c1C	-4	-4	-7	-83	-35	14	-0.1	-51	-24	0.1	6

Screening results as filed in PubChem BioAssay.
